# MC4R antagonist: human MC4R antagonism in cAMP assay; P32245; MC4R-expressing cells, MTII-stimulated cAMP, LANCE TR-FRET; inhibition, % at 6.5 µM; hit rate 0.48% among 360,000; AID 540295;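 active = inhibition above its plate's cutoff, the mean of tested wells on that plate plus 3 SD, cut at about 29% in these data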;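 also: 0% = Melanotan II alone and 100% = Melanotan II plus saturating MCL0020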
# Target sequence (P32245 whole entry, looked up): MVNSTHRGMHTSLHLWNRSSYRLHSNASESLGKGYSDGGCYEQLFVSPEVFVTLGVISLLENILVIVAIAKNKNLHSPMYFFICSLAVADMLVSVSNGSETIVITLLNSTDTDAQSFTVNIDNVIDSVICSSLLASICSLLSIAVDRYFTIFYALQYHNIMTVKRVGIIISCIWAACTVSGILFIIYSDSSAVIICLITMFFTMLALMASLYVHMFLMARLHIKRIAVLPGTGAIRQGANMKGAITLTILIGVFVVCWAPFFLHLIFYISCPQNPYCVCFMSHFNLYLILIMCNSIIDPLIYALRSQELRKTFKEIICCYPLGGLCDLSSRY
#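 Test system: U2OS cells stably expressing human melanocortin 4 receptor (MC4R); also added: Melanotan II challenge; compound: 6.5 µM single dose; timing: 30-min compound preincubation, 1-h Melanotan II challenge, 1-h detection, room temperature; signal: Eu-cAMP/anti-cAMP TR-FRET, emission 671 nm; repeats: one well per compound, no replicates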
# ABHD5-PLIN5 inh: ABHD5-PLIN5 protein interaction inhibition. hit rate 0.78% among 360,000. Q00G26+Q8WTS1. inhibition, % at 4 µM. Split G. princeps luciferase complementation, luminescence, 4 h;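 active = inhibition above the mean inhibition across every tested compound plus 3 SD, cut at about 22% in these data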;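 also: 0% = DMSO only wells and the 100% control is not disclosed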
# ABCB6 inh 2: blocks the human ABCB6 transporter. hit rate 0.19% among 360,000. Q9NP58. fluorescence ratio to DMSO, % at 10 µM. K562-ABCB6 porphyrin accumulation, flow cytometry, 1 h; active compounds read low;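 active = fluorescence ratio to DMSO below 75%, the collection mean minus 3 SD; inconclusive = too few cells collected in the well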;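 also: signal is porphyrin accumulated inside mitochondria; 100% equals median channel fluorescence of DMSO control wells; lower ratio means ABCB6 inhibition with less porphyrin fluorescence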
# Granule exo inh: blocks lytic granule exocytosis; TALL-104 LAMP-1 surface exposure, flow cytometry; cells stimulated with thapsigargin and PMA; inhibition, % at 10 µM; hit rate 0.66% among 360,000;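 active = inhibition above about 55%, limit read from the data; inconclusive = no clear call, values can overlap the other calls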
# m5-HT2A agonist: agonists of mouse serotonin 5-HT2A receptor (HTR2A); CHO-K1 mHTR2A beta-arrestin complementation, luminescence; percent of 30 µM serotonin response; activation, % at 7.6 µM; AID 624169; P35363; hit rate 0.66% among 360,000;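 active = activation above a run cutoff, the mean activation of all tested compounds plus 3 SD, cut at about 14% in these data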;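 also: 0% = plate median of compound wells and 100% = 30 µM serotonin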
# MC4R barr agon: human MC4R agonism via beta-arrestin. P32245. U2OS MC4R beta-arrestin complementation, luminescence; percent of melanotan II response, DMSO zero. activation, % at 8.9 µM. hit rate 0.98% among 360,000;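 active = activation above a per-plate cutoff, the mean activation of sample wells on that plate plus 3 SD, cut at about 8% in these data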
# PDI inh: inhibitors of human protein disulfide isomerase. PDI insulin aggregation turbidity, A650, 90 min. inhibition, % at 10 µM. hit rate 0.052% among 350,000;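 active = mean inhibition across replicates of 30% or more, whatever share of single replicates reach that level; inconclusive = mean inhibition below 30% while every single replicate reaches 30%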;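 also: absorbance from insulin aggregation driven by PDI reduction with DTT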
# Target sequence (P07237 whole entry, looked up): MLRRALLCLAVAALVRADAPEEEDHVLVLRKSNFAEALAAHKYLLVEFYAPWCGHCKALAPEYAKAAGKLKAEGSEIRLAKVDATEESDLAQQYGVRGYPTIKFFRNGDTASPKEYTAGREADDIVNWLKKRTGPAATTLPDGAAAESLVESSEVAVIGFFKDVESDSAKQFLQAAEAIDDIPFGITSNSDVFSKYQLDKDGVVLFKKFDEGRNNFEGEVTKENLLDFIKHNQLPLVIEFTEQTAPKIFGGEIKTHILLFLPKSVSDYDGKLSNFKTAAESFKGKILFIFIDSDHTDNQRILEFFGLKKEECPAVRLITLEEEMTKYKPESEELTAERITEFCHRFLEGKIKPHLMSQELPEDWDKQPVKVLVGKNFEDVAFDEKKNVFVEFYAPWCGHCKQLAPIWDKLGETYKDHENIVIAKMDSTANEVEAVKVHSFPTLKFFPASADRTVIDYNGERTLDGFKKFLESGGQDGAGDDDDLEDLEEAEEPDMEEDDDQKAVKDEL
# Glyco luc inh: blocks N-linked glycosylation in D54 reporter cells; reporter increase, % at 12.5 µM; hit rate 0.23% among 360,000; D54 ERlucT glycosylation luciferase reporter, 24 h; percent of 100 nM tunicamycin response;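 active = mean luciferase reporter signal, scaled so untreated is 0 and the glycosylation-blocking control 100, at or above a set limit in every replicate; inconclusive = mean reaches the limit but not every replicate does; inactive = mean below the limit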;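 also: luciferase carries N-glycosylation sites so blocking glycosylation raises the light; 0% = median of neutral control wells and 100% = median of 100 nM tunicamycin wells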
# Cardio protect: myocardial damage modulation in H9c2 cells. hit rate 0.63% among 360,000. AID 588492. protection from H2O2 cell death, % at 20 µM. H9c2 cardiomyocytes, H2O2 injury protection, ATPLite, 2 h;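 active = compounds giving at least 50% protection of heart cells from peroxide-induced death in the single-dose screen, raw or plate-pattern-corrected value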;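 also: 0% = DMSO wells with peroxide and 100% = DMSO wells without peroxide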
# CaV13 FRET inh: Primary screen for inhibitors of IQ motif and Ca2+-dependent inactivation inhibitor domain binding in CACNA1D, Förster resonance energy transfer in living cells, …; HEK cells, CFP/YFP FRET ICDI-IQ, plate reader, 10 min; percent FRET-ratio fall versus neutral wells; hit rate 0.098% among 340,000; AID 743397; inhibition, % at 12.3 µM;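 active = mean replicate inhibition of at least 30% and at least 1% of replicates passing that level; inconclusive = only one of the two criteria is met; inactive = neither criterion is met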;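 also: 0% = median of the neutral control wells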
# * hit, by the source's call; ? = inconclusive; . = not tested or not shown. Compounds were not picked by outcome; any-hit rate near 4.2%.
SMILES,MC4R antagonist,ABHD5-PLIN5 inh,ABCB6 inh 2,Granule exo inh,m5-HT2A agonist,MC4R barr agon,PDI inh,Glyco luc inh,Cardio protect,CaV13 FRET inh
CCCCn1nc(C(=O)N(C)CC(=O)Nc2ccc(F)c(F)c2F)ccc1=O,5,-7,104,-5,-1,-1.8,11,2,5,-3
COc1ccc(C)cc1NC(=O)n1ncc2c(C)cccc21,0,9,100,-26,2,-0.2,-4,0,-13,-3
COc1ccc(-c2c([C@H]3[C@H]4C=CC[C@@H](C)[C@@H]4C(=O)N3Cc3ccccc3)ccc3ccccc23)cc1OC,-25,7,84,-1,1,-2.3,5,-9,-20,-6
O=C(NCCc1c[nH]c2ccccc12)c1ccc(Cl)cc1,12,1,102,-4,-3,0.5,-3,0,-9,-5
O=C1CC(N2CCN(c3cccc(C(F)(F)F)c3)CC2)C(=O)N1c1ccccc1 (stereo unspecified),12,6,93,1,4,1.4,-6,3,-5,-5
Cc1c(CC(=O)O)c(=O)oc2c(C)c(OCc3ccccc3)ccc12,16,1,137,14,8,-1.0,0,0,7,-16
CCCCCCCC(=O)NNC(=O)CCC(=O)O,1,-4,91,-2,-4,0.2,1,0,-1,.
Cc1ccc(Cl)cc1NC(=O)COC(=O)c1ccccc1O,11,-1,96,4,3,2.5,4,2,-4,-5
COc1cccc(CN2CCNC(=O)C2CC(=O)NCCCC2CCCC2)c1OC (stereo unspecified),12,-6,90,-3,4,-0.5,1,-4,6,-3
CCCCNC(=O)CCc1nc2cccnc2n1Cc1ccc(OC)cc1,1,3,87,-1,3,-1.1,13,1,3,-6
CCn1c(Sc2ccc([N+](=O)[O-])cn2)nnc1-c1ccco1,-2,0,99,2,4,-1.4,1,0,6,-18
CSc1ccc(Cl)c(C(=O)N2CCOc3ccccc32)c1,17,-1,97,-1,0,2.5,-2,-2,-12,52*
COc1ccc(C(C)=O)cc1Cn1c(C)c(C(=O)NCc2cccc(Cl)c2)sc1=O,12,0,102,2,-8,0.2,14,0,6,?
COc1cc2ccccc2cc1C(=O)NC(=S)Nc1nnn(C)n1,19,2,93,-3,0,0.2,6,0,4,-4
CC(C)OC(=O)CC12CN(C)CC(CC(=O)OC(C)C)(CN(C)C1)C2=O,5,2,97,0,7,2.3,-5,1,-5,.
CC(/C=N/n1c(COc2ccccc2)n[nH]c1=S)=C\c1ccco1,8,-5,100,-1,3,0.2,0,1,-6,-2
Cc1ccc2nc(NC(=O)c3cc(-c4ccco4)nc4ccccc34)sc2c1,3,8,100,5,1,23*,-7,-7,-16,-15
O=c1cc(O)c2ccccc2n1Cc1ccccc1F,0,0,94,0,3,1.9,3,1,12,6
Cc1cc(-c2csc(N)n2)c(C)n1CCc1ccccc1,-2,-3,101,-2,0,-1.4,3,3,3,-10
COc1ccc(NS(=O)(=O)N2CCCCC2)cc1,10,-3,99,-4,-1,0.2,9,0,-1,-10
CC(C)c1ccc(OCC(=O)Nc2ccncc2)cc1,4,-5,89,-5,3,-0.7,2,1,-19,-2
O=C(Cc1cccs1)Nc1nc(-c2ccc(F)cc2F)cs1,6,-11,85,64*,-2,3.7,-4,-1,-18,-5
COc1cc(=O)[nH]c(SCC(=O)Nc2nc3c(s2)CCCC3)n1,0,0,103,2,3,-0.7,-15,1,3,-3
Cc1ccc(NC(=O)c2ccc(OC(F)(F)F)cc2)cc1S(=O)(=O)N(C)C,2,0,93,16,6,0.5,10,-6,-17,-5
O=C(CN(c1ccc(F)cc1)S(=O)(=O)c1ccc2c(c1)OCCO2)Nc1cccnc1,2,7,99,3,2,-1.0,-3,2,20,-7
Cc1ccc(C2CN(CCC(N)=O)C(=O)CO2)cc1 (stereo unspecified),7,6,97,1,9,-0.7,-3,0,1,-12
OCCC1CN(Cc2cnc(N3CCCC3)s2)CCN1C1CCCC1 (stereo unspecified),9,-6,98,0,-4,-2.9,6,2,0,-7
CCCCC1SC(N)=NC1=O (stereo unspecified),3,4,96,54,2,-1.5,-1,2,1,-5
O=C(O)Cc1ccc(NS(=O)(=O)c2ccc3ccccc3c2)cc1,10,8,100,13,5,1.9,12,-1,5,-4
COc1ccccc1N/C(=N/S(=O)(=O)c1ccc(C)cc1)c1ccccc1,4,-10,82,-3,-1,-2.4,-11,-1,4,-4
COc1ccc(C(=O)O/N=C(\N)c2cccc(C)c2)cc1OC,26,-1,101,-4,-3,1.0,-6,6,-5,-18
CCC1(c2ccc(F)cc2)NC(=O)N(CC(=O)N2c3ccccc3CC2C)C1=O (stereo unspecified),14,-4,99,1,-3,-2.9,-1,-1,4,-3
Cc1ccccc1N(C(=O)c1snc(C(N)=O)c1N)C(C(=O)NC1CCCC1)c1ccco1 (stereo unspecified),-4,11,94,4,-4,0.7,-6,-2,10,-7
C/C(=N\Nc1cc(N2CCCCC2)nc(C)n1)c1ccc(Br)cc1,-1,1,88,30,4,0.4,-8,-4,-21,-6
CN(CC(=O)Nc1ccc(F)cc1)C(=O)c1ccncc1,0,-1,98,-3,2,-2.6,-4,0,5,-3
Cc1cccc(NC(=O)CSc2nnc(-c3ccncc3)n2C)c1,2,4,95,-4,-1,-1.2,3,3,0,-3
Cc1ccc(CN(C(=O)COc2ccc(C)c(C)c2)C2CCS(=O)(=O)C2)o1 (stereo unspecified),4,-2,103,3,-4,-2.9,-9,-2,8,-17
O=C(COC(=O)C1CCN(S(=O)(=O)c2cccs2)CC1)Nc1ccc(F)cc1Cl,16,5,103,0,1,0.4,-1,2,-3,-8
O=C(Cn1c(-c2ccccc2Cl)nc2ccccc21)Nc1cccc(Cl)c1,-2,-11,106,-7,5,-0.5,1,2,9,-3
CCOc1ccc(C(=O)Oc2cc(C)[nH]c(=O)c2[N+](=O)[O-])cc1,-1,0,107,-3,-2,-1.8,6,2,14,-6

# 2 entries from above in a different format.
# Each structure is followed by: MC4R antagonist, ABHD5-PLIN5 inh, ABCB6 inh 2, Granule exo inh, m5-HT2A agonist, MC4R barr agon, PDI inh, Glyco luc inh, Cardio protect, CaV13 FRET inh
> Cc1ccc(C2CN(CCC(N)=O)C(=O)CO2)cc1 (stereo unspecified)
 : 7, 6, 97, 1, 9, -0.7, -3, 0, 1, -12
> OCCC1CN(Cc2cnc(N3CCCC3)s2)CCN1C1CCCC1 (stereo unspecified)
 : 9, -6, 98, 0, -4, -2.9, 6, 2, 0, -7

# (further entries)
SMILES,MC4R antagonist,ABHD5-PLIN5 inh,ABCB6 inh 2,Granule exo inh,m5-HT2A agonist,MC4R barr agon,PDI inh,Glyco luc inh,Cardio protect,CaV13 FRET inh
CCOC(=O)c1c(NC(=O)C(C)Sc2cn(C)c3ccccc23)sc2c1CCC2 (stereo unspecified),3,-6,87,-10,-4,1.1,.,-2,-13,-3
CCC(Oc1ccccc1)C(=O)N(Cc1ccccc1)c1ccccn1 (stereo unspecified),0,5,95,-6,0,-0.1,-12,-2,-2,-6
CC(=O)OCCNc1cc(SCc2ccco2)c2nonc2c1[N+](=O)[O-],-7,10,107,-2,-6,0.2,16,6,31,.
COc1ccccc1-c1sc2cc3c(cc2c1C#Cc1ccccn1)OCO3,8,4,102,16,-4,-2.7,-3,-1,-4,-6
CC(C)C[C@H]1CNC(=S)N1C[C@H]1CCCN1C[C@H](Cc1ccc(O)cc1)N1C[C@H](Cc2ccccc2)N(CC2CCCCCC2)C1=S,.,2,104,6,1,.,.,-4,-6,-4
COc1ccc(/C=C/C(=O)c2ccccc2O)cc1CN1CCOCC1,17,7,89,0,0,1.7,10,-4,84*,.
COc1ccc(C2C3=C(CC(C)(C)CC3=O)Nc3c2c(=O)[nH]c(=O)n3Cc2ccccc2)cc1OC (stereo unspecified),-1,2,96,2,0,-1.0,10,-2,2,-1
c1ccc(Nc2nc(Nc3ccccc3)nc(N3CCNCC3)n2)cc1,-1,5,98,5,20*,0.4,19,-1,4,-1
CC1(C(=O)Nc2ccccc2Br)CCN1C(=O)CC1CC1 (stereo unspecified),-2,10,98,15,7,1.0,-2,0,0,-5
Cc1ccc(-n2c(Cc3ccccc3)n[nH]c2=S)cc1,-2,-8,87,2,5,-2.7,-6,2,-2,-4
Cc1ccc(NC(=O)COC(=O)CN2CCSC2=O)cc1Cl,15,-2,100,-2,-4,-0.8,0,3,0,-5
Nc1nonc1-n1nnc(C(=O)N/N=C/c2ccccc2Cl)c1-c1ccccc1,10,-1,104,1,-4,0.9,3,4,6,-4

# Compounds above that contain fluorine:
SMILES,MC4R antagonist,ABHD5-PLIN5 inh,ABCB6 inh 2,Granule exo inh,m5-HT2A agonist,MC4R barr agon,PDI inh,Glyco luc inh,Cardio protect,CaV13 FRET inh
CCCCn1nc(C(=O)N(C)CC(=O)Nc2ccc(F)c(F)c2F)ccc1=O,5,-7,104,-5,-1,-1.8,11,2,5,-3
O=C1CC(N2CCN(c3cccc(C(F)(F)F)c3)CC2)C(=O)N1c1ccccc1 (stereo unspecified),12,6,93,1,4,1.4,-6,3,-5,-5
O=c1cc(O)c2ccccc2n1Cc1ccccc1F,0,0,94,0,3,1.9,3,1,12,6
O=C(Cc1cccs1)Nc1nc(-c2ccc(F)cc2F)cs1,6,-11,85,64*,-2,3.7,-4,-1,-18,-5
Cc1ccc(NC(=O)c2ccc(OC(F)(F)F)cc2)cc1S(=O)(=O)N(C)C,2,0,93,16,6,0.5,10,-6,-17,-5
O=C(CN(c1ccc(F)cc1)S(=O)(=O)c1ccc2c(c1)OCCO2)Nc1cccnc1,2,7,99,3,2,-1.0,-3,2,20,-7
CCC1(c2ccc(F)cc2)NC(=O)N(CC(=O)N2c3ccccc3CC2C)C1=O (stereo unspecified),14,-4,99,1,-3,-2.9,-1,-1,4,-3
CN(CC(=O)Nc1ccc(F)cc1)C(=O)c1ccncc1,0,-1,98,-3,2,-2.6,-4,0,5,-3
O=C(COC(=O)C1CCN(S(=O)(=O)c2cccs2)CC1)Nc1ccc(F)cc1Cl,16,5,103,0,1,0.4,-1,2,-3,-8
